High-throughput results (PubChem BioAssay)
ELG1 DNA repair = qHTS screen for small molecules that inhibit ELG1-dependent DNA repair in human embryonic kidney (HEK293T) cells expressing luciferase-tagged ELG1. 2.3% of 330,000 active. AID 504467, 2011. Potency, µM (doses to about 46.1 µM), for the others: top-dose activity change, negative = inhibition, usual class: inhibitors. HEK293T ELG1-luciferase reporter, luminescence, 16 h; DNA damage induced by 5-fluorouridine; further: potency means the concentration at half of the fitted maximal effect; on the % scale 0 is the no-effect control and ±100 the full control effect; nearly all actives have a fitted effect of over 55% in size
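Quantitative HTS, concentration-response format. 2,000 cells/well co-treated with 5-fluorouridine and compound, 16 hr in 5% CO2 at 37 °C; ONE-Glo luminescence read after 30 min.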
AT treatment = qHTS Assay for Identifying a Potential Treatment of Ataxia-Telangiectasia; Potency, µM (series often up to 57.5 µM), inactives show top-dose activation, usual class: activators; […] A-T fibroblasts, KAP-1 phosphorylation AlphaLISA; neocarzinostatin DNA damage 30 min before lysis; 0.19% of 320,000 active; further: potency means the concentration at half of the fitted maximal effect; % of control where 0% means no effect; nearly all actives have a fitted effect of over 45% in size
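ATM-like activity read as KAP-1 phosphorylation via AlphaLISA donor/acceptor antibody pairs after lysis and 6 hr at 25C. Cells were ATM-null patient fibroblasts ([…], hTERT), dosed 60 min, then exposed to the DSB inducer NCS for 30 min.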
BCR signal inh = qHTS Assay to Find Inhibitors of Chronic Active B-Cell Receptor Signaling | ABC-DLBCL IkBa-CBG/CBR reporter, luminescence ratio, 4 h | Potency, µM (titrated, usually from 46.1 µM), inactives show at the highest dose ratio change, negative = lower green/red ratio, actives largely listed as inhibitors | 0.05% of 340,000 active | AID 493014, 2011; active means well fitted inhibition curve with a large enough effect in the signal ratio, with a control signal flat, not every such curve was filed as active; inconclusive means small, poorly fitted or top-dose-only effect, or effect the other way, or a change in a side signal; the % refers to the signal ratio;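 further: potency means the concentration at half of the fitted maximal effect; plate controls were basal doxycycline-induced cells for no effect and cells given 10 µM MG132 for full effect; MG132 reads +100%, hits lower the ratio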
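TMD8 ABC-DLBCL cells carrying doxycycline-inducible green luciferase fused to IkappaBalpha plus unfused red luciferase were exposed to compounds (up to 46 uM) for 4 hrs at 37C. Activity came from the overlap-corrected green/red luminescence ratio.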
Mito fusion yeast = qHTS Assay for Small Molecule Inhibitors of Mitochondrial Division or Activators of Mitochondrial Fusion. S. cerevisiae fusion-defective mutant growth rescue, CellTiterGlo 48 h. AID 485298, 2010. Potency, µM (series often up to 46.1 µM), for inactives: at the top dose growth rescue (activation), hits mostly activators. 0.23% of 320,000 active;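 further: potency means the concentration at half of the fitted maximal effect; % of control where 0% means no effect; nearly all actives have a fitted effect of over 45% in size; temperature-sensitive fusion mutants such as fzo1-1 at 37 °C on non-fermentable ethanol glycerol medium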
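Read-out: ATP-based luminescence (CellTiterGlo, 10 min ambient) reporting growth of fusion-defective ts yeast after 48 hours at 37C on glycerol/ethanol YPEG medium in the presence of compound.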
TCR act = Activators of T cell receptors: qHTS campaign; primary human leukocytes, anti-CD3, IL-2 HTRF, 48 h; Potency, µM (series often up to 9.22 µM), for inactives: at the highest dose activation of IL-2 secretion, most hits filed as activators; 330,000 tested, under 10 active; AID 504894, 2011; further: % of control where 0% means no effect
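Compounds are tested in HTS on primary human leukocytes co-incubated with a-CD3 beads for 48 hr. IL-2 output is measured by time-resolved FRET.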
Eya2 inh = qHTS Assay for Inhibitors of the Phosphatase Activity of Eya2; 0.006% of 330,000 active; recombinant Eya2, OMFP fluorescence dephosphorylation (OMFP is methylfluorescein phosphate); Potency, µM (titrated, usually from 76.9 µM), for the others: at the highest dose activity, negative = inhibition, hits mostly inhibitors; further: potency means the concentration at half of the fitted maximal effect; on the % scale 0 is the no-effect control and ±100 the full control effect
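Eya2 (0.2 uM) preincubated 10 min at ambient with compound, then OMFP substrate added at 50 uM; 10 min reaction in 50 mM HEPES pH 7.5, 50 mM NaCl, 5 uM MgCl2, 0.05% BSA, 1 mM DTT. Fluorescence read at Ex 485/Em 525 nm.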
PTAP TSG101 blk = qHTS Assay for Iinhibitors of HIV-1 Budding by Blocking the Interaction of PTAP/TSG101; Tumor susceptibility gene 101 protein (Homo sapiens), Q99816; Fluorescence polarization, FITC-PTAP peptide / Tsg101 binding; Potency, µM (highest dose often 115 µM), for the others: at the top dose activity change, negative = inhibition, most hits filed as inhibitors; 340,000 tested, under 10 active; active means well fitted inhibition curve with a large enough effect in the main read-out, with a control signal flat, not every such curve was filed as active; inconclusive means small, poorly fitted or top-dose-only effect, or effect the other way, or a change in a side signal; inactive means no such curve, though single readings can be large or run the other way; further: potency means the concentration at half of the fitted maximal effect; % of control where 0% means no effect
Target sequence (Q99816 whole entry, looked up): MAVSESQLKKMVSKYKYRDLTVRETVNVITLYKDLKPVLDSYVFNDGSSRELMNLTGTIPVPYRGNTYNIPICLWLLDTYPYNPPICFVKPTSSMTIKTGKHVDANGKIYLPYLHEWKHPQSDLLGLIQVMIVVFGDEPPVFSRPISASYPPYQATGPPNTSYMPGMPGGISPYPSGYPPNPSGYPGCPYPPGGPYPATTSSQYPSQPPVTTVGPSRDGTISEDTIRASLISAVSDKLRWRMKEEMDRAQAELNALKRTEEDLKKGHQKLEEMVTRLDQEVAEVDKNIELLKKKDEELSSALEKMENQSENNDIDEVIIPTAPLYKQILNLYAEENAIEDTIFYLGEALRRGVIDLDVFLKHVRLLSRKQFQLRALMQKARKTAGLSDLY
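Fluorescence polarization binding of Tsg101 binding domain (10 uM final) to FITC-labeled PTAP peptide (50 nM final) in HEPES pH 7.5 buffer with NaCl, Tween 20, EDTA, TCEP. Compounds added before peptide; binding 20 min at RT.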
Tb PFK block = qHTS Assay to Find Inhibitors of T. brucei phosphofructokinase; ATP-dependent 6-phosphofructokinase (Trypanosoma brucei brucei), O15648; T. brucei PFK, ADP-Glo luminescence; Potency, µM (titrated, usually from 57.5 µM), inactives show at the highest dose activity, negative = inhibition, usual class: inhibitors; 0.17% of 330,000 active; AID 485367, 2010;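 further: potency means the concentration at half of the fitted maximal effect; 0% = uninhibited 1x PFK enzyme wells and -100% = no-enzyme wells; nearly all actives have a fitted effect of over 60% in size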
Target sequence (O15648 whole entry, looked up): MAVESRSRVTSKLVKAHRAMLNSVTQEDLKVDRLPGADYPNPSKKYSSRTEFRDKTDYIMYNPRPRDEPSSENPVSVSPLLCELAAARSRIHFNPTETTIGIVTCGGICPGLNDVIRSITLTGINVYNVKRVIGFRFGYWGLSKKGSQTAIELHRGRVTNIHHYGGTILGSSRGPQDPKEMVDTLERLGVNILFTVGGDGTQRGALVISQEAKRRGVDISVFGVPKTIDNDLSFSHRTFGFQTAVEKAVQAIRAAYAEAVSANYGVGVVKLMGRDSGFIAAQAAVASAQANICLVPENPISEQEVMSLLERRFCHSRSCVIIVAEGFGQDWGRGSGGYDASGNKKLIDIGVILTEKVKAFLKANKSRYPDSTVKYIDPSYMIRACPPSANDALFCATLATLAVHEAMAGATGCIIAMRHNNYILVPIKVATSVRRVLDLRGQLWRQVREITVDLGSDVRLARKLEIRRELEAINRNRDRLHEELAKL
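Compounds were pin-transferred as a titration series up to 57 uM into substrate buffer (0.5 mM F6P, 0.1 mM ATP, pH 8.0), then 1.25 nM PFK was added and reactions ran 45 min before ADP-Glo detection.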
Integrin act MD = qHTS for Activators of Integrin-Mediated Alleviation for Muscular Dystrophy | 0.064% of 350,000 active | Potency, µM (top dose mostly 38.3 µM), for inactives: at the highest dose activation, actives largely listed as activators | alpha7betagal myoblasts, beta-gal FDG fluorescence, 48 h;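 further: potency means the concentration at half of the fitted maximal effect; 100% = response of the positive control SU9516; nearly all actives have a fitted effect of over 60% in size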
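alpha7betagal+/- myoblasts (passage 13, 250/well) treated 48 h at 37C with compounds at 1:260 dilution of DMSO stock. Lysed, then beta-galactosidase activity read as FDG fluorescence (ex 480/em 540) after 30 min, with pre-read for autofluorescence.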
TSHR antag = Antagonists of the Thyroid Stimulating Hormone Receptor: HTS campaign; Thyrotropin receptor (Homo sapiens), P16473; TSHR-expressing cells, TSH-stimulated cAMP HTRF, 2 h; active compounds read low; activity change, negative = inhibition, % at 11.5 µM; 0.2% of 330,000 active;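 active means activity change below a set negative limit, meaning inhibition stronger than a set level, cut at about -70% in these data; inconclusive means activity change between two set negative limits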; further: on the % scale 0 is the no-effect control and ±100 the full control effect
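Antagonism was scored as loss of TSH-driven cAMP in TSHR cells, stimulated with 4nM TSH (EC80) for 2 hours at 37 deg C and detected by homogeneous HTRF competition immunoassay.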
ASM inhibitor = Inhibitors of Secretory Acid Sphingomyelinase (S-ASM): qHTS; Sphingomyelin phosphodiesterase (Homo sapiens), P17405; placental ASM, HMU-PC fluorogenic substrate, 60 min; Potency, µM (titrated, usually from 57.5 µM), for inactives: at the top dose activity change, negative = inhibition, usual class: inhibitors; 0.006% of 340,000 active; further: potency means the concentration at half of the fitted maximal effect
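Fluorogenic HMU-PC substrate (9 uM final) is turned over by placental ASM in 60 min at 37 C after a 10 min compound preincubation. Reaction ended by alkaline stop (pH 10), with fluorescence read at 386/447 nm.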
* hit, by the source's call; ? = inconclusive; / = not tested or not shown; [ ] = dose if it differs, or a comment. Unless noted, the call rests on the fitted dose curve; in most records, active means well fitted curve in the direction sought with a large enough effect; inconclusive means small, poorly fitted or top-dose-only effect, or another doubt; inactive means no such curve, though single readings can be large; an effect the other way counts as inactive or inconclusive.

no.	smiles	ELG1 DNA repair	AT treatment	BCR signal inh	Mito fusion yeast	TCR act	Eya2 inh	PTAP TSG101 blk	Tb PFK block	Integrin act MD	TSHR antag	ASM inhibitor
1	CCOc1ccc(Cl)cc1CNCCCSc1nc(C)cc(C)n1	-5%	2%	-8%	-5%	1%	1%	-1%	-26%	-57%[inhibitor]	-3	4%
2	CCOc1ccc(S(=O)(=O)NC(C)C(=O)NCc2ccc3c(c2)OCO3)cc1 (stereo not given)	-6%	6%	1%	-4%	-1%	-5%	-5%	-3%	2%	5	0%
3	Cc1ccc(C)c(NS(=O)(=O)c2ccccc2C)c1	1%	4%	-11%	0%	/	-8%	2%	-2%	?	-3	1%
4	Cc1cc(C(=O)COC(=O)CC2Sc3ccccc3NC2=O)c(C)n1-c1ccc2c(c1)OCO2 (stereo not given)	14%	-10%	-13%	22%	-3%[46.1 µM]	4%	-3%	3%	4%	14	-2%
5	O=C(NCC1CCCO1)c1c(O)c2ccccc2[nH]c1=O (stereo not given)	?	1%	5%	0%	0%	13%	-5%	2%	0%	8	4%
6	Cc1ccc2[nH]c(=O)c(CN(CCN3CCOCC3)C(=O)Nc3ccccc3F)cc2c1	16µM*	4%	?	-2%	-2%[46.1 µM]	-5%	-3%	-12%	11%	-1	0%
7	CCc1nc(SCC(=O)Nc2ccccc2C(=O)OC)n[nH]1	0%	4%	?	2%	-6%	21%	-2%	5%	3%	7	6%
8	Fc1ccccc1NC(=S)N/N=C/c1ccccc1Br	?	5%	?	-7%	1%	34%	-6%	-3%	16%	6	-3%
9	COCc1cc(C)nc(SCc2ccc(F)cc2)c1C#N	4%	4%	?	-6%	-2%	-7%	-3%	16%	20%	?	-1%
10	CCCc1n[nH]c(=O)[nH]1	6%	-1%	0%	4%	0%	-3%	-4%	2%	-2%	-2	3%
11	COc1cc(Cl)c(C)cc1NC(=O)COC(=O)/C=C/c1c(C)nn(C2CCS(=O)(=O)C2)c1Cl (stereo not given)	-15%	15%	-3%	-1%	-2%	-6%	1%	-9%	-10%	-8	-4%
12	O=C(NN1CC(C(=O)OCc2ccccc2F)CC1=O)c1ccccc1 (stereo not given)	2%	9%	7%	-8%	2%	-4%	0%	11%	?	-12	0%
13	COc1ccccc1N(CC(=O)N1CCc2ccccc2C1)S(C)(=O)=O	1%	-2%	-1%	0%	5%	-10%	0%	-1%	-19%	-2	8%
14	CCC(CO)Oc1cc(NCc2cccc(O)c2)c2ncn(C(C)C)c2c1 (stereo not given)	-27%	-1%	-18%	/	-5%	13%	0%	11%	-1%	-3	0%
15	C=CCOc1ccc(/C=C2/C(=O)ON=C2C)cc1OC	15%	-16%	-4%	-7%	2%	2%	0%	9%	-17%	3	-3%
16	Nc1c(NC(=O)CC[n+]2ccccc2)cccc1[N+](=O)[O-]	?	14%	-1%	-1%	9%[46.1 µM]	8%	0%	0%	-8%	-4	-10%

Ordered by molecular weight (lowest first): six of the compounds above.
no.	smiles	ELG1 DNA repair	AT treatment	BCR signal inh	Mito fusion yeast	TCR act	Eya2 inh	PTAP TSG101 blk	Tb PFK block	Integrin act MD	TSHR antag	ASM inhibitor
10	CCCc1n[nH]c(=O)[nH]1	6%	-1%	0%	4%	0%	-3%	-4%	2%	-2%	-2	3%
9	COCc1cc(C)nc(SCc2ccc(F)cc2)c1C#N	4%	4%	?	-6%	-2%	-7%	-3%	16%	20%	?	-1%
8	Fc1ccccc1NC(=S)N/N=C/c1ccccc1Br	?	5%	?	-7%	1%	34%	-6%	-3%	16%	6	-3%
12	O=C(NN1CC(C(=O)OCc2ccccc2F)CC1=O)c1ccccc1 (stereo not given)	2%	9%	7%	-8%	2%	-4%	0%	11%	?	-12	0%
14	CCC(CO)Oc1cc(NCc2cccc(O)c2)c2ncn(C(C)C)c2c1 (stereo not given)	-27%	-1%	-18%	/	-5%	13%	0%	11%	-1%	-3	0%
11	COc1cc(Cl)c(C)cc1NC(=O)COC(=O)/C=C/c1c(C)nn(C2CCS(=O)(=O)C2)c1Cl (stereo not given)	-15%	15%	-3%	-1%	-2%	-6%	1%	-9%	-10%	-8	-4%

Next part
no.	smiles	ELG1 DNA repair	AT treatment	BCR signal inh	Mito fusion yeast	TCR act	Eya2 inh	PTAP TSG101 blk	Tb PFK block	Integrin act MD	TSHR antag	ASM inhibitor
17	CCOC(=O)[C@H]1[C@H]2COc3ccc(Cl)cc3[C@@H]2N2C(=O)CN(Cc3ccco3)C(=O)[C@@]12C	5%	-11%	-3%	-3%	0%	-2%	-12%	-5%	14%	-9	9%
18	C=CCn1c(N2CCN(c3ccc(OC)cc3)CC2)nc2c1c(=O)[nH]c(=O)n2C	?	-1%	-14%	1%	5%	-1%	1%	4%	-11%	30	-1%
19	COc1ccc(-c2csc(Nc3ccccn3)n2)cc1OC	?	-13%	?	-4%	/	0%	-2%	4%	-32%	-17	-13%
20	O=C1CCC(C(=O)N2CCC(CO)CC2)CN1Cc1ccc(Cl)cc1 (stereo not given)	-5%	1%	1%	-2%	5%	12%	-2%	4%	-11%	-6	/
21	CCOC(=O)c1c(NC(=O)COc2ccccc2F)sc2c1CC(C)(C)NC2(C)C	?	0%	-3%	?	-3%	-1%	-2%	0%	-16%	-4	-11%
22	O=C(NCC1(N2CCCCC2)CCCCC1)c1cccc(NS(=O)(=O)c2ccccc2)c1	4%	3%	-1%	-2%	/	0%	2%	0%	-28%	5	1%
23	Cn1nnnc1SCC(=O)NC1CCCCC1	?	1%	3%	-1%	-1%	-3%	-1%	-1%	7%	22	5%
24	COCC(=O)N(C)CC1CCCN(CCc2ccccc2OC)C1 (stereo not given)	1%	-7%	0%	-2%	/	4%	-1%	-1%	-35%	10	-3%
25	Cn1c(=O)c(N)c2c3c(c(Br)ccc31)C(=O)c1ccccc1-2	-10%	-14%	12%	14%	3%	?	?	1%	5%	-8	?
26	Cc1cc(=O)c2c(C)nn(-c3ccccc3)c2[nH]1	-13%	3%	0%	-3%	-1%	-10%	-1%	0%	22%	-2	4%
27	COc1ccc(NC(=O)CSCC(=O)Nc2ccc(S(=O)(=O)N3CCCCC3)cc2)cc1	-24%	4%	-1%	1%	5%	3%	1%	1%	-31%	-11	/
28	O=C(Cn1cc([N+](=O)[O-])cn1)N1N=C(C(F)F)CC1(O)C(F)F (stereo not given)	-4%	-2%	0%	3%	1%[46.1 µM]	-19%	1%	-1%	15%[7.66 µM]	0	1%
29	CCOCCCNCc1ccc(OCC(=O)N2CCOCC2)c(OC)c1	10%	-2%	0%	0%	-6%	-9%	1%	-1%	-24%	3	2%

Compounds as they come; any-hit rate near 3.2%.
